B2AR arrestin ag = qHTS assay of beta-arrestin-biased ligands of beta2-adrenergic receptor: NCGC Sytravon Library Screen | Beta-2 adrenergic receptor (Homo sapiens), P07550 | HTLA Tango cells, beta-arrestin recruitment, luciferase luminescence, 18 h | Potency, µM (highest dose often 46.1 µM), for inactives: at the highest dose activation, most hits filed as activators | 44,000 tested, under 10 active | AID 1347077, 2019;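 note: potency is the fitted concentration of half-maximal effect; 0% = DMSO and full agonism = EC100 isoproterenol or metaproterenol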
Target sequence (P07550 whole entry, looked up): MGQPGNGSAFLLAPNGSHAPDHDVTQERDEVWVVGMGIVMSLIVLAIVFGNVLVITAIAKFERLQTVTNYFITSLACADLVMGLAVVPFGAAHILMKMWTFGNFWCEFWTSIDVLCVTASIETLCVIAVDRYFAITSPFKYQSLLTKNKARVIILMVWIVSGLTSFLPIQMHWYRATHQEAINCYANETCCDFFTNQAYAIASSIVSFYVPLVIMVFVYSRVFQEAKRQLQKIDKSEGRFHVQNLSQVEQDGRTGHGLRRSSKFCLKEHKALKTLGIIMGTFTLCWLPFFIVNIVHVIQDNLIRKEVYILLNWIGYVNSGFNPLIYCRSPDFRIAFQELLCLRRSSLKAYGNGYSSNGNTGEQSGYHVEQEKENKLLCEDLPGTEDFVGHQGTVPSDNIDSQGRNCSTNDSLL
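Tango cell line, 1% FBS DMEM; cpd titration up to 46 microM; 18 hr, 37 degrees C, 5% CO2. Luciferin/ATP substrate mix added, 15 min RT, luminescence. %Activity, CRC fitting, curve-class categorization.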
FH mod = Identification of activators of human fumarate hydratase by quantitative high-throughput screening. Fumarate hydratase, mitochondrial (Homo sapiens), P07954. FH coupled MDH/diaphorase resazurin fluorescence, 15 min. Potency, µM (highest dose often 79.9 µM), without a hit: at the top dose activity change, negative = inhibition, usual class: inhibitors. 0.22% of 54,000 active. AID 1347055, 2019; note: potency is the fitted concentration of half-maximal effect; % is set by controls: 0 for no effect and ±100 for the full control effect; the screen sought activators but most active calls are inhibition curves; nearly all actives have a fitted effect of over 45% in size
GALK inhibitor = qHTS Assay for Inhibitors of Human Galactokinase (GALK): NCGC Sytravon Library Screen; 44,000 tested, under 10 active; P51570; Potency, µM (top dose mostly 57.5 µM), without a hit: at the top dose activity, negative = inhibition, hits mostly inhibitors; AID 1347072, 2019; recombinant GALK, Kinase-Glo ATP luminescence, 1 h;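 note: plate controls were full GALK reaction for no effect and reaction lacking GALK for full effect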
Target sequence (P51570 whole entry, looked up): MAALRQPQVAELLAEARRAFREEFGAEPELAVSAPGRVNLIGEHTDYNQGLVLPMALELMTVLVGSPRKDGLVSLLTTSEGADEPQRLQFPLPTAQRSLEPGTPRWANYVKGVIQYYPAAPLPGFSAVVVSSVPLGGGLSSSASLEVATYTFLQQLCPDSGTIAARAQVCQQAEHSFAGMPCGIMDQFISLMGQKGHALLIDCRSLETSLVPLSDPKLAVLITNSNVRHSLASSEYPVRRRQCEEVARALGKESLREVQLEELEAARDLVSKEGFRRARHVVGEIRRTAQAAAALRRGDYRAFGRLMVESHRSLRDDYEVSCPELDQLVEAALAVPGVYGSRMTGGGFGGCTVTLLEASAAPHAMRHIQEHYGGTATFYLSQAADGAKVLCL
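Human GALK (5 nM) was incubated with 35 uM ATP and 100 uM galactose in 20 mM HEPES pH 8.0 with MgCl2, NaCl, DTT and BSA for 1 h at room temperature. Remaining ATP was measured by Kinase-Glo Plus luminescence.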
PTAP-TSG101 blk = qHTS Validation Assay for Inhibitors of HIV-1 Budding by Blocking the Interaction of PTAP/TSG101: Sytravon Library Screen. Fluorescence polarization, FITC-PTAP peptide/Tsg101, 20 min. Potency, µM (series often up to 115 µM), for inactives: at the top dose activity change, negative = inhibition, hits mostly inhibitors. 44,000 tested, under 10 active. AID 1347069, 2019; note: potency is the fitted concentration of half-maximal effect; 0% is about no effect
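qHTS FP binding, 20 min r.t.: 10 uM Tsg101 domain + 50 nM FITC-PTAP peptide, pH 7.5 HEPES buffer with TCEP and EDTA.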
p53null 32C tox = qHTS Screen for Compounds that Selectively Target Cancer Cells with p53 Mutations: Cytotoxicity of p53 Null Cells at the Permissive Temperature; H1299-neo p53 null cells, ATP luminescence, 24 h, 32C; Potency, µM (highest dose often 46.1 µM), without a hit: at the highest dose activity change, negative = cytotoxicity, most hits filed as cytotoxic; 0.62% of 55,000 active;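 note: potency is the fitted concentration of half-maximal effect; 0% = DMSO only and -100% = full killing by 100 µM tamoxifen; nearly all actives have a fitted effect of over 55% in size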
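ATP-content luminescence in p53-null H1299-neo cells after 24 h compound exposure (up to 46 uM) at 32C permissive temperature; 0% and 100% killing set by DMSO and 100 uM tamoxifen; Hill-equation AC50.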
p53null 39C kill = qHTS Screen for Compounds that Selectively Target Cancer Cells with p53 Mutations: Cytotoxicity of p53 Null Cells at the Nonpermissive Temperature. 0.97% of 55,000 active. H1299 p53-null (neo) cells, 39C, ATPlite viability, 24 h. Potency, µM (top dose mostly 46.1 µM), without a hit: top-dose activity, negative = cell killing, hits mostly cytotoxic;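 note: potency is the fitted concentration of half-maximal effect; 0% = DMSO only and -100% = full killing by 100 µM tamoxifen; nearly all actives have a fitted effect of over 50% in size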
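Following overnight plating at 37C (600 cells/well), H1299-neo or H1299-p53A138V cells are dosed up to 46 uM. Incubation lasts 24 hr at 39C before ATP detection.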
NTMT1 inhibitor = Primary qHTS for Inhibitors of N-terminal methyltransferase 1 (NTMT1): MTaseGlo Assay; Potency, µM (highest dose often 114 µM), without a hit: at the highest dose activity change, negative = inhibition, hits mostly inhibitors; AID 1645870, 2021; NTMT1 MTase-Glo SAH luminescence, purified enzyme; 2.5% of 59,000 active; N-terminal Xaa-Pro-Lys N-methyltransferase 1 (Homo sapiens), Q9BV86;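 note: potency is the fitted concentration of half-maximal effect; plate controls were DMSO vehicle for no effect and no enzyme for full effect; nearly all actives have a fitted effect of over 65% in size; many of its hits are not listed in these tables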
Target sequence (Q9BV86 whole entry, looked up): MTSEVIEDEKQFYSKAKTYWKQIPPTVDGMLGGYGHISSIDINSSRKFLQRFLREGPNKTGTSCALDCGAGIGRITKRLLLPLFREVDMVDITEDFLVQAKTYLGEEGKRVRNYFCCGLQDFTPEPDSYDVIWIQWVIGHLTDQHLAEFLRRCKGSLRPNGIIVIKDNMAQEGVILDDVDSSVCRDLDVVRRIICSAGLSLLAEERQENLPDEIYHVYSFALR
An asterisk follows results filed as active; ? = inconclusive; . = no result given; [ ] = dose if it differs, or a comment. Calls come from the whole dose curve; as a rule, active = well fitted curve in the direction sought with a large enough effect; inconclusive = small, poorly fitted or top-dose-only effect, or another doubt; inactive = no such curve, though single readings can be large; an effect the other way counts as inactive or inconclusive.

Each structure is followed by: NTMT1 inhibitor	p53null 39C kill	GALK inhibitor	p53null 32C tox	B2AR arrestin ag	PTAP-TSG101 blk	FH mod
O=C(CSCc1cnn(-c2ccccc2)c1-n1cccc1)NCc1cccc(Cl)c1
  23%	?	-15%	-4%	-2%	3%	?
CCCOc1cccc(C(=O)Nc2cccc3cccnc23)c1
  9%	10%	-1%	-2%	-2%	-2%	-9%
COc1ccc(C)cc1NC(=O)CN(C)S(=O)(=O)c1ccc2c(c1)c(=O)n(C)c(=O)n2C
  ?	-12%	-2%	0%	-2%	-3%	3%
CCCNC(=O)C1CCN(C(=O)N2CC(C)Oc3ccccc32)CC1 (configuration not stated)
  5%	?	-11%	-18%	-1%	0%	-1%
Fc1ccc(Nc2nc(SCc3ccccc3Cl)nc3ccccc23)cc1
  20%	-16%	-1%	50%[activator]	-3%	-6%	?
CCOc1ccc(-c2cc(C(=O)Oc3ccc(C#N)cc3)no2)cc1
  8%	?	-11%	-26%	-5%	-7%	-19%
Cc1ccc(-n2ncc(C(=O)NCCN3CCC(Cc4ccccc4)CC3)c2C2CCN(C(=O)OC(C)(C)C)CC2)cc1
  89µM*	20µM*	1%	?	-1%	-7%	-22%
CCOC(=O)c1ccc(NC(=O)Cn2nc(SC)c(S(=O)(=O)c3ccc(Cl)cc3)c2N)cc1
  0%	4%	6%	110%[activator]	-1%	0%	?
CCOc1ccccc1NC(=O)c1ccc2c(c1)CCCN2S(C)(=O)=O
  -4%	-14%	3%	-8%	-1%	1%	-6%
Cc1ccc(NC(=O)c2c(NC(=O)C(F)(F)F)sc3c2CCCCC3)cc1
  -25%	?	0%	?	0%	-1%	?
Cc1ccc(CN(Cc2ccco2)C(=O)c2oc3c(C)c(C)ccc3c2C)cc1
  -10%	8%	9%	-8%	0%	0%	?
Cc1ccc(S(=O)(=O)c2nc(-c3ccco3)oc2SC(C)c2ccccc2)cc1 (configuration not stated)
  2%	4%	-2%	17%	1%	-1%	-14%
O=C(Nc1nnc(S(=O)(=O)N2CCCCCC2)s1)c1ccccc1Br
  12%	3%	1%	21%	0%	4%	-10%
O=c1c2cnn(-c3ccc(F)cc3)c2ncn1Cc1cccc(Cl)c1
  5%	-2%	-1%	-6%	-2%	2%	-5%
Cn1nc(-c2ccccc2F)c2cc(C(=O)NCc3ccccc3Cl)sc21
  10%	10%	1%	7%	1%	-3%	-9%
CCc1nn2c(=O)c(S(=O)(=O)Nc3ccc(C)cc3C)c(C)nc2s1
  .	-12%	-10%	-1%	0%	1%	.
O=C(CCn1ccc2cc(S(=O)(=O)N3CCCC3)ccc21)NCc1ccccc1F
  14%	-14%	-3%	-8%	0%	1%	-6%
CCN(CC)c1nn2c(=O)c(C(=O)NCc3ccc(OC)cc3OC)cnc2s1
  -14%	-1%	0%	-2%	0%	-2%	-6%
CCOc1ccc(CCNC(=O)c2cc(=O)[nH]c3ccc(S(=O)(=O)N4CCCCC4)cc23)cc1OCC
  9%	10%	0%	-8%	1%	-3%	-10%
Cc1ccc(-n2ncc3c(=O)n(Cc4ccccc4C)cnc32)cc1C
  11%	-5%	0%	-3%	-1%	0%	9%
CC(=O)N1CCCC1c1nc2ccccc2n1Cc1ccc(F)cc1 (configuration not stated)
  ?	35%[activator]	2%	-5%	-3%	0%	3%
Cc1ccc(C)c(NC(=O)CSc2ncc(S(=O)(=O)c3ccc(C)c(Cl)c3)c(=O)[nH]2)c1
  -12%	-17%	0%	1%	0%	-6%	-14%
COc1ccccc1CNC(=O)CCn1cnc2ccccc2c1=O
  1%	0%	-6%	?	0%	3%	?
O=C(Cn1c(=O)n(-c2ccccc2)c(=O)c2c3c(sc21)CCCC3)Nc1ccc(F)cc1
  -17%	3%	-10%	-9%	-2%	2%	4%
Cc1cc(NC(=O)Cn2nc(C)n3cccc3c2=O)ccc1Br
  4%	16%	1%	2%	-3%	-2%	5%
O=C(NCCc1ccc(Cl)cc1)C1CCN(c2ncnc3c2nc2n3CCCCC2)CC1
  -2%	2%	0%	-12%	0%	0%	0%
COc1ccccc1N1CCN(c2ncc3c(n2)CCN(Cc2ccccc2F)C3)CC1
  20%	1%	-2%	-2%	1%	-2%	7%
Cc1ccc2nc(-c3cccc(NC(=O)c4cccc5ccccc45)c3)oc2c1
  4%	-22%	8%	-27%	1%	-1%	-1%
CCOc1cccc(C(=O)Nc2cc(-c3ccc(C)cc3)no2)c1
  0%	20%	2%	-3%	0%	-1%	7%
NS(=O)(=O)c1ccc(CCNc2ncnc3c2cnn3-c2cccc(Cl)c2)cc1
  ?	-16%	2%	5%	-1%	-5%	?

Another view of some results above:
| Molecule | NTMT1 inhibitor | p53null 39C kill | GALK inhibitor | p53null 32C tox | B2AR arrestin ag | PTAP-TSG101 blk | FH mod |
| --- | --- | --- | --- | --- | --- | --- | --- |
| Cn1nc(-c2ccccc2F)c2cc(C(=O)NCc3ccccc3Cl)sc21 | 10% | 10% | 1% | 7% | 1% | -3% | -9% |
| CCc1nn2c(=O)c(S(=O)(=O)Nc3ccc(C)cc3C)c(C)nc2s1 | . | -12% | -10% | -1% | 0% | 1% | . |

(continued)
Each structure is followed by: NTMT1 inhibitor	p53null 39C kill	GALK inhibitor	p53null 32C tox	B2AR arrestin ag	PTAP-TSG101 blk	FH mod
CCC(=O)N1CCc2cc(Br)cc(S(=O)(=O)N3CCC(C(=O)Nc4ccc(OC)cc4)CC3)c21
  2%	1%	4%	2%	-1%	3%	-17%
CC(C)c1ccc(NC(=O)c2cnn3c(C(F)F)cc(-c4ccccc4)nc23)cc1
  0%	20%	1%	5%	0%	-5%	-29%
COc1ccc(C(=O)Oc2cc(-c3ccc4c(c3)OCO4)cc(=O)c3c(C)oc(C)c23)cc1
  -13%	0%	-4%	-2%	0%	-3%	6%
COc1ccc(-c2nc3n(n2)C(c2ccc(OC)c(OC)c2)C(C(=O)Nc2cccnc2)=C(C)N3)cc1 (configuration not stated)
  ?	5%	1%	-11%	0%	-3%	5%
O=C(Cn1c(SCC(=O)Nc2ccc(F)cc2)nc2ccccc21)NCc1ccccc1Cl
  -2%	?	-2%	-15%	0%	2%	6%
O=C(CN(CCc1ccccc1)S(=O)(=O)c1ccccc1)NCc1ccc(Cl)cc1
  6%	38%[activator]	-15%	22%	0%	2%	-28%
Cc1c(C(=O)NCc2ccccc2)sc2nc[nH]c(=O)c12
  -4%	-2%	-6%	6%	-1%	1%	-4%
CC(=O)c1ccc(S(=O)(=O)Nc2ccc(-c3cn4c(C)csc4n3)cc2)cc1
  -12%	-17%	0%	-2%	0%	-3%	-11%
CCOC(=O)c1cnc2c(C)cccc2c1Nc1ccc(OC(C)C)cc1
  -3%	19%	4%	5%	0%	2%	-27%
COC(=O)c1cc2sc(Cl)cc2n1Cc1nc(-c2ccccc2F)oc1C
  0%	10%	3%	-6%	-1%	2%	-3%
COc1ccc(Cn2ccc3nc(C)c(C(=O)Nc4ccc(OC(F)(F)F)cc4)cc3c2=O)cc1
  -2%	-8%	-1%	-3%	-1%	-8%	8%
Cc1ccc(C)c(NC(=O)CSc2ccc3nc(-c4ccccc4)cn3n2)c1
  -25%	-8%	1%	-7%	1%	10%	2%
COc1ccc(NC(=O)c2cc(S(=O)(=O)N3CCCC(C)C3)cn2C)c(OC)c1 (configuration not stated)
  -13%	8%	5%	-1%	1%	-1%	-8%
CCCN1C(=O)C(O)(CC(=O)c2ccc(OC)c(OC)c2)c2ccccc21 (configuration not stated)
  3%	-2%	-1%	3%	?	2%	6%
COc1ccc(CNc2cc(-c3ccc(OC)cc3)nc3nncn23)cc1
  -11%	?	1%	-9%	-1%	0%	-6%
O=C(CSc1ncc2c(n1)-c1ccccc1N(Cc1ccc(F)cc1)S2(=O)=O)NCc1ccccc1
  -4%	-3%	-2%	-3%	0%	3%	8%
CCOc1ccc(S(=O)(=O)c2cn(Cc3ccccc3)c3ccc(OCC)cc3c2=O)cc1
  -21%	-5%	-2%	-7%	1%	-1%	-19%
Cc1cccc(CC(=O)NCc2nc3cccnc3n2Cc2ccc(F)cc2)c1
  4%	22%	0%	2%	0%	1%	-16%
CCN(CC)c1sc(S(=O)(=O)c2ccccc2)nc1S(=O)(=O)c1ccc(C)cc1
  0%	7%	0%	4%	-2%	13%	-11%
CCc1ccccc1NC(=O)N(C)CCc1c(C)nn(C)c1C
  15%	9%	6%	2%	0%	5%	-14%
COc1ccccc1OCCCCn1c(-c2ccc(Cl)cc2)nc2ccccc2c1=O
  -2%	5%	1%	-5%	-1%	0%	-4%
COc1ccc(Cn2cc(S(=O)(=O)c3ccc(C)cc3)c(=O)c3cc(F)ccc32)cc1
  9%	-18%	-1%	?	1%	1%	-9%
Cc1nc2scc(C)n2c(=O)c1S(=O)(=O)N1CCN(c2cccc(C(F)(F)F)c2)CC1
  -3%	20%	0%	7%	-1%	-8%	-22%
COc1ccc(CN2COc3ccc4c(oc(=O)c5ccccc54)c3C2)cc1OC
  .	-2%	-1%	1%	-1%	0%	.
CCc1ccc(Cc2cnc(NC(=O)c3ccc4c(c3)CC(c3ccccc3)OC4=O)s2)cc1 (configuration not stated)
  8%	-10%	0%	-5%	4%	1%	10%
O=C(Cn1cc(S(=O)(=O)Cc2ccccc2F)c2ccccc21)Nc1ccc(F)c(Cl)c1
  13%	?	-7%	30%	-1%	-2%	-27%
Cc1c(-c2ccc(Cl)cc2)c(=O)oc2c(CN3CCOCC3)c(O)ccc12
  -4%	-3%	1%	-8%	1%	-2%	-10%
Cn1c(=O)n(CCCc2ccccc2)c(=O)c2c1nc1n2CCN1c1ccc(F)cc1
  9%	?	3%	-1%	1%	-4%	0%
COC(=O)c1cc2oc3ccccc3c2n1Cc1ccccc1Cl
  4%	-18%	-9%	-1%	1%	-2%	-5%
COc1ccccc1CNC(=O)c1cc2c(-c3ccc(Cl)cc3)nn(C)c2s1
  -3%	0%	0%	3%	-1%	-3%	-26%
COc1ccc(CCNC(=O)C(C)n2nc(C)c3sc4ccccc4c3c2=O)cc1OC (configuration not stated)
  5%	-10%	2%	-11%	-3%	-8%	-7%

Only part of the results is shown; rates above refer to the full screens.
